# Assay outcomes: PubChem BioAssay, National Center for Advancing Translational Sciences (NCATS)
# S3 lipid droplet = qHTS Assay for Lipid Storage Modulators in Drosophila S3 Cells; hit rate 0.64% among 320,000; AID 2685; Potency in µM for hits, for the others lipid storage change, negative = inhibition, % at the top dose, mostly 46.1 µM; Drosophila S3 cells, BODIPY lipid droplet fluorescence, 18-24 h; cells fed with added oleic acid; active = well fitted inhibition curve with a large enough effect in the signal ratio, with a control signal flat, not every such curve was filed as active; inconclusive = small, poorly fitted or top-dose-only effect, or effect the other way, or a change in a side signal; the % refers to the signal ratio
#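 Drosophila S3 cells loaded with oleic acid (400 uM, as added) and compounds at several concentrations; lipid droplets imaged by 488-nm laser-scanning cytometry, 500–530 nm intensity and object ratio to cell channel. Percent activity normalized to 20 uM Triacsin C.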
# S3 lipid droplet cell count max = recorded beside S3 lipid droplet, whose call it bears; cell number change, %; measured here: cell count max response;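 cells counted by Cell Tracker Red CMTPX staining in the red channel; peak over a dose series mostly up to 46.1 µM; percent activity relative to internal control wells on each plate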
# An asterisk follows results filed as active; i = inactive; ? = inconclusive; nt = no result given; [ ] = dose if it differs, or a comment. % is scaled to controls: 0 for no effect and ±100 for the full control effect; potency is read from the fitted curve at half-maximal effect. An excerpt, so the mix of outcomes need not match the whole.
cpd	smiles	S3 lipid droplet	S3 lipid droplet cell count max
1	COc1ccc(NC(=O)Cn2cccc2)cc1Cl	?	nt
2	CC(C)Oc1cccc(-c2nnc(SCC(=O)Nc3ccc4c(c3)OCCO4)n2N)c1	?	nt
3	O=C(Nc1ccc2c(c1)OCO2)N1CCC(CO)(CC2CCCCO2)CC1 (centres undefined)	?	nt
4	Cc1ccc(C)c(N2CCN(C(=O)C3CCN(c4nnc(N5CCCC5=O)s4)CC3)CC2)c1	?	nt
5	CCn1ccnc1CN1CCc2c([nH]c3ccccc23)C1C1CCCCC1 (centres undefined)	?	nt
6	Cn1c2c(c(=O)[nH]c1=O)C(c1cccc(O)c1)C1=C(N2)c2ccccc2C1=O (centres undefined)	-12%[9.22 µM]	nt
7	OCC1(Cc2cccc(Cl)c2)CCCN(Cc2ccc(F)c(F)c2)C1 (centres undefined)	?	nt
8	Cc1cc(/C([O-])=C(/C(=S)Nc2ccccc2)[n+]2ccccc2)c(C)n1-c1ccccc1	?	nt
9	O=[N+]([O-])c1ccc(CSC2=NCCS2)cc1	?	nt
10	COc1ccc(CN(C#N)c2nc(C)cc(C)n2)cc1	?	nt
11	COC(=O)C(C(=O)N1CCN(C)CC1)C1CCCCCC1 (centres undefined)	?	nt
12	CN(CCOc1ccccc1)CC(=O)Nc1cccc(C#N)c1	?	nt
13	COc1ccccc1CNC(=O)COC(=O)c1cc(C)oc1C	5%	0
14	Cc1cc(=O)n(Cc2ccccc2)c2ccccc12	7%	14
15	O=C(NCC1CCCO1)c1nn2c(C(F)(F)F)cc(-c3cccs3)nc2c1Cl (centres undefined)	?	nt
16	CCCNC(=O)c1cc2cc([N+](=O)[O-])ccc2s1	-10%[9.22 µM]	4
17	O=[N+]([O-])c1ccc(NC(=S)N2CCN(c3ccc(F)cc3)CC2)cc1	-3%	0
18	CC(NC(=O)CNC(=O)c1sc2ccccc2c1Cl)c1ccc(S(N)(=O)=O)cc1 (centres undefined)	?	nt
19	CCCCc1cc(=O)oc2cc(OCC(=O)NCC3CCC(C(=O)O)CC3)ccc12 (centres undefined)	?	nt
20	CC(=O)Nc1ccc(CCc2nc3ccccc3[nH]2)cc1	7%	17
21	O=C1SC(c2ccccc2)=N/C1=C/c1ccco1	?	nt
22	O=C(Nc1ccccc1C(=O)NCCCN1CCOCC1)c1ccc(F)cc1F	1%	4
23	NC(=O)c1ccc(NC(=O)COC(=O)c2n[nH]c3ccccc23)cc1	?	nt
24	CC(C)OC(=O)CSc1nc(N)c(C#N)c(-c2ccco2)c1C#N	?	nt
25	CN(C)CCCN=Cc1c(-c2ccccc2)[nH]n(-c2nc3ccccc3s2)c1=O	-1%	-6
26	O=C(CN(C1CCCCC1)S(=O)(=O)c1ccc(Cl)cc1)NCc1cccnc1	?	nt
27	Cc1c(CCC(=O)O)c(=O)oc2c(C)c(OCc3cc4c(cc3Cl)OCO4)ccc12	?	nt
28	CCCC(C(=O)NC1CCCC1)N(Cc1ccccc1Cl)C(=O)c1snc(C(N)=O)c1N (centres undefined)	?	nt
29	Cc1ccc(N2CC(C(=O)Nc3c4c(nn3C(C)(C)C)CS(=O)(=O)C4)CC2=O)cc1C (centres undefined)	i	6
30	CCn1cc(C(=O)NC(C)CCc2ccccc2)c(=O)c2cc(S(=O)(=O)N(C)C)ccc21 (centres undefined)	?	nt
31	COc1ccc2[nH]c3c(=O)n(CCN4CCOCC4)cnc3c2c1	-8%	7
32	CSCCC1NC(=O)N(CC(=O)N2N=C(c3ccc(Cl)cc3)CC2c2ccco2)C1=O (centres undefined)	?	nt
33	COc1ccc(/C=N/N2CCN(c3ccc(Cl)cc3)CC2)cc1O	?	nt
34	Cc1occc1C(=O)Nc1ccc(S(=O)(=O)N2CCN(C)CC2)cc1	?	nt
35	CS(=O)(=O)c1ccc2nc(NC(=O)CN3CCC(Cc4ccccc4)CC3)sc2c1	5%	1
36	Cc1ccc(S(=O)(=O)NCC(=O)N(CC(=O)NCc2ccco2)Cc2ccc(F)cc2)cc1	?	nt
37	CCOC(=O)/C(=N/Nc1ccc(OC)cc1)N1CCCc2ccccc21	12%	-5
38	O=C(CSc1ccccn1)Nc1cccc(NC(=O)CSc2ccccn2)n1	i	nt
39	CC1CCCCN1C(=O)CSc1nc2ccccc2[nH]1 (centres undefined)	-3%	5
40	O=C(COc1ccc(S(=O)(=O)NCc2ccccc2)cc1Cl)NCc1ccccn1	?	nt
41	Cc1ccc(NC(=O)COC(=O)C2CC2(Cl)Cl)cc1C (centres undefined)	?	nt
42	Cc1ccc(C(=O)/C=C/c2ccc(-c3ccc(C)cc3)o2)cc1	-6%	6
43	COc1ccc(/C=c2/sc3nc(-c4ccccc4)c(-c4ccccc4)n3c2=O)cc1	?	nt
44	CC(C)CC1(C)NC(=O)NC1=O (centres undefined)	0%	-1
45	CCCNC(=O)CN(c1ccccc1)S(=O)(=O)c1ccc(OC)c(OC)c1	-10%	-30
46	CCCCCCC1CC(C)(/C(C)=N/NC(N)=O)OC1=O (centres undefined)	4%	6
47	O=C(CNC(=O)c1ccccc1)N/N=C/c1cccs1	6%[9.22 µM]	23
48	COc1ccc(C)cc1S(=O)(=O)N(CC(=O)Nc1cccc([N+](=O)[O-])c1)c1ccc(C)c(C)c1	?	nt
49	CCOC(=O)/C(=N/O)C1=NC(C)(C)Cc2cc(C)c(C)cc21	?	nt
50	CCN(CC)CCCn1c2c(c(SCC(=O)Nc3ccc(C)c(F)c3)nc1=O)CCC2	?	nt
51	CC(=O)Nc1ccc(NC(=O)C(C)Oc2ccc(Cl)cc2Cl)cc1 (centres undefined)	?	nt
52	O=C(CC1Sc2ccccc2NC1=O)Nc1ccccc1[N+](=O)[O-] (centres undefined)	?	nt
53	CC(=O)c1c(C)nn(C(C)CC(=O)O)c1C (centres undefined)	-6%	-5
54	C#CCNC(=O)C1=C[C@@H](C2CC2)C[C@@H](OCc2ccc(CO)cc2)O1	-11%	-4
55	CCN(CC)C(=S)SCC(=O)Nc1ccc(S(N)(=O)=O)cc1	?	nt
56	Cc1ccc(C(=O)C(C)OC(=O)Cc2n[nH]c(=O)c3ccccc23)cc1 (centres undefined)	?	nt

# Remaining list, next part.
cpd	smiles	S3 lipid droplet	S3 lipid droplet cell count max
57	O=C(OC1CCCCC1)c1cc2ccccc2oc1=O	?	nt
58	CN1C(=O)C(C)(C)c2cc(S(=O)(=O)N3CCCC3C(=O)NCc3ccccc3Cl)ccc21 (centres undefined)	?	nt
59	CCC(C(=O)O/N=C(\N)c1cccc(C)c1)c1ccccc1 (centres undefined)	i	nt
60	COc1cccc(C(C(=O)NC(C)(C)C)N(C(=O)CCC(=O)Nc2cc(C)on2)C(C)C)c1OC (centres undefined)	i	-6
61	Cc1ccc(C2CC(=O)c3cnc(N4CC(C)CC(C)C4)nc3C2)cc1 (centres undefined)	?	nt
62	COc1ccc(N2CC(C(=O)NCCS(=O)(=O)N3CCN(c4ccccc4)CC3)CC2=O)cc1 (centres undefined)	i	1
63	O=C1[C@H]2[C@@H](c3ccc(Cl)cc3)N3C(=O)N(c4cccc(F)c4)C(=O)[C@@]3(Cc3ccccc3)[C@H]2C(=O)N1C1CCCCC1	?	nt
64	C/C(=N/NC(=O)c1nnn(-c2nonc2N)c1-c1ccccc1)c1ccncc1	i	-6
65	Cc1ccc(S(=O)(=O)Nc2ccccc2F)cc1C(=O)NCCCN1CCCC1=O	?	nt
66	Cc1cccc2c(N)c3c(nc12)CCCC3 (tested in a mixture with another compound)	?	nt
67	O=C(COc1ccc2c(c1)OCO2)Nc1nncs1	i	13
68	CCN(C(=O)CSc1cc(C)c2ccccc2n1)c1c(N)n(Cc2ccccc2)c(=O)[nH]c1=O	?	nt
69	N#CC(Nc1ccccc1)c1ccccc1OCc1ccccc1 (centres undefined)	?	nt
70	O=c1[nH]c(Nc2ccc3c(c2)OCCO3)nnc1Cc1ccccc1	?	nt
71	O=C(CCl)NN=C(c1ccccc1)c1ccccc1	?	nt
72	O=C(NNC(=O)c1ccc([N+](=O)[O-])o1)c1ccccc1	?	nt
73	COc1ccc(Cl)cc1C(=O)Nn1c(C)nc2ccccc2c1=O	?	nt
74	Cc1cc(C)c2nc(N3CCCN(C(=O)c4ccco4)CC3)c(C#N)cc2c1	?	nt
75	CCc1cccc(C)c1NC(=S)NCC1CCN(c2ccc(OC)cc2)C1 (centres undefined)	?	nt
76	Cc1ccc(C(=O)NCC(=O)N2CCCN(S(=O)(=O)c3ccc(C)cc3)CC2)cc1	?	nt
77	CCCCC(=O)Nc1c2c(nn1-c1cccc(C)c1C)CS(=O)(=O)C2	4%	-1
78	O=C(CN1CCOCC1)Nc1c(Cl)cc(Cl)cc1Cl	-18%	-11
79	Cc1cc(C(C)(C)C)oc1C(=O)N(CC(=O)NC1CCCC1)Cc1ccccc1Cl	?	nt
80	Cc1ccccc1S(=O)(=O)Oc1ccccc1C(=O)Oc1ccccc1	-3%	-12

# Ordered by heavy-atom count (ascending): part of the list above
cpd	smiles	S3 lipid droplet	S3 lipid droplet cell count max
72	O=C(NNC(=O)c1ccc([N+](=O)[O-])o1)c1ccccc1	?	nt
5	CCn1ccnc1CN1CCc2c([nH]c3ccccc23)C1C1CCCCC1 (centres undefined)	?	nt
26	O=C(CN(C1CCCCC1)S(=O)(=O)c1ccc(Cl)cc1)NCc1cccnc1	?	nt
2	CC(C)Oc1cccc(-c2nnc(SCC(=O)Nc3ccc4c(c3)OCCO4)n2N)c1	?	nt

# (more compounds)
cpd	smiles	S3 lipid droplet	S3 lipid droplet cell count max
81	FC(F)Sc1ccc(NC(=S)NCc2ccccc2)cc1	i	nt
82	Cc1cc(N/C=C\C(=O)c2ccc(Cl)c(Cl)c2)no1	3%	-8
83	O=S(=O)(c1ccccc1)c1cnn(-c2ccccc2)c1-c1ccc(F)cc1	?	nt
84	Cc1onc(-c2ccccc2Cl)c1C(=O)NCCCN1CCOCC1	?	nt
85	COCCNC(=O)c1ccc(CS(=O)(=O)c2ccc(OC)cc2)o1	8%	-2
86	O=C(NC1=NCCS1)c1ccc(N2CCCC2=O)cc1	?	nt
87	O=C1NCN(c2ccccc2)C12CCN(c1nnnn1-c1ccccc1)CC2	?	nt
88	O=C(CC1CCCC1)NNC(=O)c1ccc(Br)cc1	?	nt
89	CC(=O)N1N=C(c2ccccc2)CC1c1ccccc1[N+](=O)[O-] (centres undefined)	14%	1
90	CCOC(=O)c1csc(Nc2nc3ccc(F)cc3s2)n1	?	nt
91	Cc1cccc(C)c1NC(=S)Nc1ccc(F)cc1	?	nt
92	CCOC(=O)Cn1c(-c2cccnc2Cl)nc2cc(Cl)c(Cl)cc21	?	nt
93	O=C(CN1C(=O)CSc2ccc(S(=O)(=O)N3CCCCC3)cc21)NCc1ccccc1	?	nt
94	O=C(Nc1nnc(-c2ccncc2)o1)c1ccccc1F	12%	6
95	O=C(CN1CCCCC1)N1CCCc2ccccc21	i	8
96	Clc1ccccc1CN1CCc2sccc2C1	?	19
97	Cc1ccc(C(=O)CSc2nc3ccc(C(=O)NCCN4CCCCC4)cc3c(=O)[nH]2)cc1	?	nt
98	Cc1ccnc(SCC(=O)c2cccs2)n1	?	nt
99	Cc1ccc(CNC(=O)C2CCCN(S(=O)(=O)c3ccc(-n4cnnn4)cc3)C2)cc1 (centres undefined)	?	nt
100	COc1cccc(C(=O)/C=C2\Sc3ccccc3N2C)c1	?	nt
101	CC(C)(C)C(=O)Nc1ccc(C(=O)N/N=C/c2ccccc2OC(=O)c2ccc(Cl)cc2Cl)cc1	?	nt
102	Cc1cccc(-n2c(Cc3cc(=O)[nH]c(=O)[nH]3)nnc2SC(C)C)c1	-5%	1
103	COc1ccc(-c2nc(N)ncc2-c2ccc(OC)c(OC)c2)c(O)c1	?	nt
104	O=C(CN1CCC(NC(=O)c2ccco2)CC1)Nc1cccc2ccccc12	i	nt

# Records 100 to 104, quoted:
cpd	smiles	S3 lipid droplet	S3 lipid droplet cell count max
100	COc1cccc(C(=O)/C=C2\Sc3ccccc3N2C)c1	?	nt
101	CC(C)(C)C(=O)Nc1ccc(C(=O)N/N=C/c2ccccc2OC(=O)c2ccc(Cl)cc2Cl)cc1	?	nt
102	Cc1cccc(-n2c(Cc3cc(=O)[nH]c(=O)[nH]3)nnc2SC(C)C)c1	-5%	1
103	COc1ccc(-c2nc(N)ncc2-c2ccc(OC)c(OC)c2)c(O)c1	?	nt
104	O=C(CN1CCC(NC(=O)c2ccco2)CC1)Nc1cccc2ccccc12	i	nt

# Additional records follow:
cpd	smiles	S3 lipid droplet	S3 lipid droplet cell count max
105	C=CCn1c(CCNC(=O)c2ccccc2F)nnc1SCC(=O)Nc1ccc(OC)cc1	?	nt
106	COc1ccc2c(c1)cc1c(=O)n(CC(=O)NCCCOC(C)C)nc(C)n12	15%	6
107	CCCCCCCC1CC(CSc2ncn[nH]2)OC1=O (centres undefined)	0%	-23
108	CCCNS(=O)(=O)c1cc2c3c(c1)C(C)C(=O)N3CCC2 (centres undefined)	i	nt
109	O=C(CNC(=O)c1cccs1)OCC(=O)c1ccccc1Cl	?	nt
110	CCCCn1c(=N)n(CC(=O)c2ccc(Br)s2)c2ccccc21	?	nt
111	C(=N\N1CCN(c2ccccc2)CC1)/c1ccccc1	1%	27
112	COc1ccc(C(c2sc3nc(C)nn3c2O)N2CCC(C(N)=O)CC2)cc1OC (centres undefined)	?	nt
113	Cc1ccc(CC(NC(=O)c2ccccc2)C(=O)NC(C)C(=O)O)cc1 (centres undefined)	?	nt
114	CCC(=O)N/N=C/c1ccc(-c2ccc(Cl)cc2)o1	?	nt
